GDH-TPI inh = inhibits GDH-TPI coupling enzymes, artifact for Mtb FBA screen. hit rate 1.2% among 360,000. inhibition, % at 4.8 µM. GDH-TPI coupled enzyme counterscreen, NADH absorbance. AID 588335; in the data active = inhibition above about 30%;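 note: 0% = DMSO wells and 100% = wells lacking the enzyme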
VHR inh abs = inhibitors of human VHR1 phosphatase (DUSP3); P51452; recombinant VHR phosphatase, pNPP absorbance; inhibition, % at 13.3 µM; hit rate 0.52% among 290,000; AID 1654; in the data active = inhibition above about 50%; note: some compounds called inactive have numbers as strong as hits
Target sequence (P51452 whole entry, looked up): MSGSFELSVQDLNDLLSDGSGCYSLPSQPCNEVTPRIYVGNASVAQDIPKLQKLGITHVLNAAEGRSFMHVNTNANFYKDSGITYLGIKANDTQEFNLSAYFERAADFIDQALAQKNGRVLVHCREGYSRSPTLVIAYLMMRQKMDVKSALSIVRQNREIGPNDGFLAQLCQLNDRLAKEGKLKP
Vc quorum ag = quorum light induction in luxS cqsA deficient V. cholerae. V. cholerae BH1578 lux reporter, luminescence, 6 h. activation, % at 18.7 µM. hit rate 0.16% among 350,000. AID 588436; in the data active = activation mostly above about 9.7%, no sharp cut-off; note: not every result past the cut was called active; inactives centre near 0; reference of the scale not given here
SSB-PriA inh = inhibitors of Klebsiella pneumoniae PriA binding to SSB C-terminal tail. AlphaScreen SSBct-PriA binding, biotinylated peptide. inhibition, % at 33 µM. hit rate 0.6% among 430,000. AID 1272365; in the data active = inhibition mostly above about 37%, no sharp cut-off; inactive = mostly below about 20%;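 note: plate controls were negative control peptide for no effect and reference peptide for full effect; strong numbers were not always called active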
Rv3671c protease = Rv3671c (M. tuberculosis) protease inhibition. inhibition, % at 5.96 µM. hit rate 0.048% among 320,000; in the data active = inhibition above about 38%;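 note: extracellular domain of Rv3671c used as enzyme; 0% = enzyme with DMSO and 100% = no enzyme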
Target sequence (P9WHR9 whole entry, looked up, the tested form may be a part): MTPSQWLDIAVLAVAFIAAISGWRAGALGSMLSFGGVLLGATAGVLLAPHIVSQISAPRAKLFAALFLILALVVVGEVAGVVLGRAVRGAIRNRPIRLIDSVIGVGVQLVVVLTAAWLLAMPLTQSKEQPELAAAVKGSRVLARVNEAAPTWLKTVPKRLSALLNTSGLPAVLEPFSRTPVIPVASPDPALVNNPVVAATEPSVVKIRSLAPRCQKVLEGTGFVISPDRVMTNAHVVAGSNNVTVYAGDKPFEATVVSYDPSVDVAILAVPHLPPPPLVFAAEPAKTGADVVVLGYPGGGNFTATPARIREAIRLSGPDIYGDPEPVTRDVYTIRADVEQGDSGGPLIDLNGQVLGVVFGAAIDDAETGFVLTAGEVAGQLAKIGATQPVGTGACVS
MazF activator = increases E. coli MazEF RNase cleavage of RNA; activation, % at 20 µM; FAM/BHQ RNA-DNA oligo cleavage fluorescence, 5 h; P0AE70; AID 504720; hit rate 0.32% among 350,000; in the data active = activation above about 50%
Target sequence (P0AE70 whole entry, looked up): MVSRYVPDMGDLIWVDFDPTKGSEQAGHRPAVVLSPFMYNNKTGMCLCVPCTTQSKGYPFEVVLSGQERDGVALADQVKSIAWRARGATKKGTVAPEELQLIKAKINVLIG
UGM FP inh = Mtb UDP-galactopyranose mutase inhibition; P9WIQ1; purified UGM, fluorescence polarization probe displacement; inhibition, % at 10 µM; hit rate 0.06% among 320,000; AID 504406; in the data active = inhibition above about 10%, passing the limit was not always enough
FBA Mtb inh = inhibitors of M. tuberculosis fructose-bisphosphate aldolase; P9WQA3; purified M. tuberculosis FBA, fluorescence read-out; inhibition, % at 1 µM; hit rate 2.3% among 360,000; AID 588726; in the data active = inhibition above about 27%;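 note: 0% = vehicle and 100% = reference inhibitor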
Target sequence (P9WQA3 whole entry, looked up): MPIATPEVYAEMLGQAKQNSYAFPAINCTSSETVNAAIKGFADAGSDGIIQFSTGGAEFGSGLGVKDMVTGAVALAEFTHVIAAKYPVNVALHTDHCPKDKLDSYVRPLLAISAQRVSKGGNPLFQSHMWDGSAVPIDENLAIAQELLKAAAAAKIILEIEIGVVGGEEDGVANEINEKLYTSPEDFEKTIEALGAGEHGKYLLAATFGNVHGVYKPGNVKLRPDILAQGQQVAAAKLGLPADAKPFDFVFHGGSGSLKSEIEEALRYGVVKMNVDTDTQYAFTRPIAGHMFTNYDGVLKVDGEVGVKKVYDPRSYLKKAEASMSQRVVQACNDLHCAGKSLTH
Mtb BioA inh = inhibitors of Mycobacterium tuberculosis BioA enzyme | inhibition, % at 9.99 µM | purified M. tuberculosis BioA enzyme, plate reader | hit rate 0.096% among 360,000; in the data active = inhibition above about 40%
3CLpro inhibitor = SARS-CoV 3CLpro protease inhibition; P0C6X7; recombinant SARS-CoV 3CLpro, quenched FRET peptide cleavage; inhibition, % at 6 µM; hit rate 0.14% among 290,000; AID 1706; in the data active = inhibition above about 12%
Numbers without * were called inactive; i = inactive; nt = no result given; & = joins results of further samples. Some of the compounds tested, so the mix of outcomes need not match the whole.

Molecule	GDH-TPI inh	VHR inh abs	Vc quorum ag	SSB-PriA inh	Rv3671c protease	MazF activator	UGM FP inh	FBA Mtb inh	Mtb BioA inh	3CLpro inhibitor
O=C1COc2ccc(C(=O)COC(=O)CCOc3ccccc3)cc2N1	2	nt	-2.1	3	-1	2	0.0	0	-0.7	nt
COc1ccc(/C=c2\s/c(=C\C(=O)C(C)(C)C)[nH]c2=O)cc1O	5	9	i	nt	3	-3	-0.7	-13	nt	-2
O/N=C/c1ccnc(SCc2ccccc2)n1	-5	20	i	nt	-3	-2	1.6	-1	nt	5
CN(C)/C=C(/C#N)C(=O)c1cccc(Oc2ccc(C(C)(C)C)cc2)c1	14	31	i	0	-5	-1	-3.8	-1	1.2	0
CCCC(=O)N1CCC(O)(c2cccc(F)c2)CC1	-4	8	-2.4	-8	11	8	0.6	0	0.3	3
COC(=O)c1ccc(N2CCN(C(=O)C3CC3)CC2)c([N+](=O)[O-])c1	-6	7	i	7	-8	11	1.0	-4	22	6
COCCCNC(=O)c1c(NC(=O)c2ccccc2)n(Cc2ccccc2)c2nc3ccccc3nc12	9	nt	-0.7	-14	-20	-27	2.0	6	-1.1	1
COc1ccc(NC(=O)c2cccc(S(=O)(=O)N3CCc4ccccc43)c2)cn1	0	2	i	1	-12	-12	1.3	-1	nt	-1
CCc1nc2c(OCCc3cccc(OC)c3)cccn2c1N(C)C(=O)c1cccs1	14	nt	-0.5	nt	nt	nt	nt	3	-0.7	nt
O=C(Nc1cccn2ncnc12)c1ccc(Cl)cc1	5	17	i	-3	2	4	-2.0	0	0.1	-2
COc1ccc(CNc2ncc(-c3ccc(Br)cc3)n2C)cc1OC	-3	1	-0.8	-2	nt	22	nt	-3	10	-4
N#Cc1cnc(SCC(=O)c2ccccc2)nc1N	13	19	-7.1	-4	-9	5	2.1	-3	nt	-5
O=C(NCc1ccccc1)c1cccc(COc2ccc(Cl)cc2)c1	-2	10	i	-22	-25	2	0.4	-5	0.1	5
C[C@H]1CCC(=O)N([C@H](CN=[N+]=[N-])Cc2ccccc2)CC1	10	13	i	-7	-2	1	0.1	0	1.1	-4
N#C/C(=C\c1cc([N+](=O)[O-])ccc1Cl)C(N)=O	2	12	i	3	9	10	0.3	1	nt	0
CN1CCN(NC(=S)NC(C)(C)CC(C)(C)C)CC1	-2	11	-1.3	14	5	14	1.9	-2	1.4	2
COc1cc(C(=O)Nc2cc(Cl)ccc2-n2cncn2)ccc1OC(F)F	7	nt	-0.7	-7	-10	-12	0.2	1	-0.5	nt
O=C(COC(=O)C1CCN(c2ccc(C(F)(F)F)cn2)CC1)NCc1cccc(Cl)c1	-2	nt	-2.9	-14	nt	-2	nt	0	-0.6	nt
Cc1ccc2c(Cl)cc(Cl)c(OCC(=O)NC(=O)NCc3ccco3)c2n1	-2	26	-2.1	-9	-6	1	-0.4	-1	0.4	-3
Cc1ccccc1CSc1nnc(-c2cccs2)n1Cc1ccco1	-6	31	-0.3	0	-8	1	-3.4	2	8.4	-1
CCC(=O)N1CCN(c2ccccc2NC(=O)c2ccc(-c3cccc([N+](=O)[O-])c3)o2)CC1	8	11	-0.2	-4	-11	0	0.1	-1	nt	-8
COCCN(Cc1cn(C)nc1-c1ccccc1F)C(C)C	5	26	-0.5	-9	-2	-7	-1.3	2	nt	3
Cc1ccc(-c2csc3ncnc(N4CCN(C(=O)c5ccccc5)CC4)c23)cc1	-6	11	i	15	0	-1	-0.5	-3	nt	0
CCOC(=O)c1cn(CC)c2cc(N3CCSCC3)c(F)cc2c1=O	18	4	i	0	-5	4	0.7	15	7.6	-4
O=C(N/N=C/c1ccoc1)c1ccc(Cl)cc1Cl	-4	10	i	nt	7	-1	-0.8	3	11	-2
Cn1cc(CCC(=O)NCc2ccc3c(c2)OCO3)c2ccccc21	9	11	-0.2	1	0	1	3.2	1	1.5	2
CC(NCCN(C)C)C(=O)C12CC3CC(CC(C3)C1)C2 (centres undefined)	10	9	-0.3	4&-11	5	9	1.5	4	nt	1
CC1=NN(CCc2ccccn2)C(=O)CC1	-4	nt	-0.3	3	-5	3	4.6	0	nt	nt
OCCN(CCO)c1ncnc2c1sc1nc(N3CCOCC3)c3c(c12)CCCC3	26	-10	-0.3	18	-32	-2	0.4	7	19	-1
Cc1nc2scc(C)n2c(=O)c1S(=O)(=O)N1CCN(c2ccc([N+](=O)[O-])cc2)CC1	-5	7	i	6	-4	5	-0.9	-1	0.3	-2
CC(OC(=O)c1ccc(O)cc1)C(=O)Nc1nc(-c2ccccc2)cs1 (centres undefined)	0	nt	i	1	-106	4	0.6	-1	-1.0	nt
O=S(=O)(CCN(CCS(=O)(=O)C(F)(F)F)CC1CCCO1)C(F)(F)F (centres undefined)	26	-5	i	-14	0	2	-0.9	4	nt	3
CCOc1ccccc1NC(=O)C(OC(=O)c1ccc(NC(=O)CC#N)cc1)c1ccccc1 (centres undefined)	-4	nt	0.7	7	-126	-9	3.6	3	nt	nt
O=C(COC(=O)c1cc(=O)c2ccccc2o1)Nc1cc(Cl)ccc1Cl	0	nt	-1.8	9	-4	-8	-3.1	4	-2.5	nt
CN1CCc2nc3ccccc3c(C(=O)OCC(=O)N(CCC#N)c3ccccc3)c2C1	3	18	-2.3	-4	9	-2	3.8	3	-0.8	-3
COC(=O)[C@H](Cc1c[nH]c2ccccc12)NC(=O)NCc1ccccc1	2	9	i	4	5	8	0.8	1	-0.3	7
Fc1cc2ncn(Cc3ccccc3)c2cc1F	12	0	nt	-2	8	4	-2.9	-1	0.7	-3
Cc1ccc2c(NC(=O)c3ccco3)cccc2n1	4	-16	i	-1	-2	-8	0.3	1	-0.1	4
O=C(c1cc(-c2cccc(Cl)c2)on1)N1CCN(c2ccccc2)CC1	0	32	4.0	-13	1	-5	-3.6	2	-3.0	6
O=C(Cn1c2[n+](c3ccc(C(F)(F)F)cc31)CCCCC2)c1ccc2c(c1)OCCO2	2	-2	-0.3	-3	10	12	-0.6	3	nt	3
COc1cc(-c2cc(-c3ccc(N)cc3)[nH]c(=O)c2C#N)cc(OC)c1OC	23	4	-0.8	1	-1	-16	-1.0	3	-6.8	0
Cc1oc(-c2ccccc2Cl)nc1CSCC(=O)O	-10	25	-0.2	-19	4	-1	nt	-2	0.7	-2
O=C(COC(=O)CNC(=O)c1ccc(Cl)cc1)NC1CCCCCC1	3	nt	i	-9	-6	-6	-1.4	7	-0.2	nt
O=C(COC(=O)C1CC1)Nc1ccc(N=Nc2ccccc2)cc1	27	-8	-0.3	11	6	2	-2.3	-5	nt	-1
CCNC(=O)NC(=O)C(C)Sc1nc2ccccc2c(=O)n1-c1cccnc1 (centres undefined)	-5	17	-0.2	10	8	8	-5.6	-3	-0.3	6
CCSc1nnc(NC(=O)CCC2CCCCC2)s1	6	nt	-0.1	-18	-4	-9	2.2	3	nt	nt
N#CCCN1CCN(S(=O)(=O)c2ccc3c(c2)OCCCO3)CC1	13	-23	nt	-2	-1	9	-1.0	1	0.8	-8
CC(C)c1cccc(C(C)C)c1NC(=O)CN1C(=O)NC2(CCCC2)C1=O	1	17	-0.2	-4	4	7	0.3	0	0.4	-7
Nc1ccc(-c2cnc[nH]2)cc1[N+](=O)[O-]	-4	-8	-0.4	5	1	3	-0.2	-4	nt	2
Cc1cc(S(=O)(=O)NCCN2CCOCC2)c(C)s1	4	8	-0.4	3	2	2	-0.4	0	1.5	-4
COc1ccc(N(CC(=O)NC2CCCCC2)C(=O)CNC(=O)c2ccco2)cc1	4	1	1.0	-1	8	4	-1.3	9	-1.0	-6
CCOC(=O)C1CCN(C(=O)Cn2cc3c(n2)CCC(C)C3)CC1 (centres undefined)	2	15	-0.2	1	-8	-4	1.0	1	-0.3	0
CCc1ccc(N(CC(=O)NC(C)C)C(=O)CCC(=O)Nc2nccs2)cc1	5	5	0.5	-7	-12	-8	3.6	2	-0.9	-1
Cc1cc(-c2ccc(N3C(=O)CCC3=O)c(C)c2)ccc1N1C(=O)CCC1=O	-5	17	i	-10	4	-5	-1.7	1	nt	4
O/N=C(/CN(O)/C=C1/C=CC=N1)c1cccs1	22	31	5.6	nt	-9	7	-0.1	-7	-2.1	-3
COc1ccccc1NC(=O)CN1CCN(CC(=O)Nc2ccc(OCc3ccccc3)cc2)CC1	10	18	0.5	7	-5	4	2.6	4	1.2	2
Cn1c(N)c(C(=O)CSc2ccc3c(c2)OCCO3)c(=O)n(C)c1=O	1	15	-0.6	-3	-3	-1	-2.1	0	-0.9	2
O=C(NCc1ccccc1Cl)C1CCN(S(=O)(=O)N2CCCC2)CC1	1	-10	-0.4	-5	11	0	1.0	-2	-0.8	1
Cc1ccccc1OCC(=O)Nc1ccc(S(=O)(=O)N2CCCC2)cc1	7	nt	-0.4	-16	11	-3	nt	0	-1.2	nt
COc1ccc(/C=C/C(=O)NC(=S)Nc2cc3oc4ccccc4c3cc2OC)cc1	-2	6	-0.2	9	-2	-8	2.9	-1	nt	1

Continuation:
Molecule	GDH-TPI inh	VHR inh abs	Vc quorum ag	SSB-PriA inh	Rv3671c protease	MazF activator	UGM FP inh	FBA Mtb inh	Mtb BioA inh	3CLpro inhibitor
CC(C)Cc1ccc(-c2cc(=O)[nH][nH]2)cc1	-1	2	-0.2	-2	4	12	2.0	-2	nt	4
CCN(CC)S(=O)(=O)c1ccc(NS(=O)(=O)c2ccc(C)c(C)c2)cc1	-2	18	-0.4	-9	-4	4	1.6	0	0.7	1
Cc1ccc(N=C(NO)c2cnccc2C(F)(F)F)c(C)c1	10	14	i	-6	2	3	2.1	3	1.0	2
Cc1cccc(NC(=O)Cn2nc(-c3cccs3)ccc2=O)c1C	-4	12	-0.2	-2	-9	4	3.5	4	-1.4	-6
COc1ccc(Cn2c(-c3ccccc3)nc3c(c(=O)c4ccccc4n3C)c2=O)cc1	4	42	-0.3	-9	-2	4	-4.6	5	nt	2
O=C(NC1CCCc2ccccc21)c1cccc(F)c1 (centres undefined)	7	nt	-0.4	-5	nt	4	nt	-5	-2.1	nt
CC(=O)Nc1ccc(Nc2nc(C(F)(F)F)nc3c2nnn3Cc2ccccc2Cl)cc1	17	13	-0.3	-6	-6	-6	-0.1	4	-0.3	3
CCOC(=O)Cc1csc(Nc2c(C)n(C)n(-c3ccccc3)c2=O)n1	1	24	-1.9	-4	-7	-7	0.2	1	0.4	-2
c1ccc2c(c1)NCC1CCCN21 (centres undefined)	4	44	-0.4	10	-18	5	3.4	-1	-0.2	6
CCN1/C(=C/c2ccc3cc(C)cc(C)c3[n+]2CC)Sc2cc(C)ccc21	0	23	i	51	nt	30	nt	0	0.1	-27
CCCC(=O)N1CCN(c2ccc(NC(=O)c3ccc(Br)o3)cc2)CC1	19	4	0.6	6	-2	2	2.1	5	4.4	-1
CCOC(=O)N1CCN(Cc2ccc(F)cc2F)CC1	2	-2	i	2	3	2	-1.2	0	-3.5	-5
O=C(C1CCCO1)N1CCN(C(=S)Nc2ccc(F)c(Cl)c2)CC1 (centres undefined)	-3	2	0.7	-3	5	-7	-1.5	3	2.1	5

Sorted by length of the SMILES (low to high): 3 of the compounds above.
Molecule	GDH-TPI inh	VHR inh abs	Vc quorum ag	SSB-PriA inh	Rv3671c protease	MazF activator	UGM FP inh	FBA Mtb inh	Mtb BioA inh	3CLpro inhibitor
Fc1cc2ncn(Cc3ccccc3)c2cc1F	12	0	nt	-2	8	4	-2.9	-1	0.7	-3
CCNC(=O)NC(=O)C(C)Sc1nc2ccccc2c(=O)n1-c1cccnc1 (centres undefined)	-5	17	-0.2	10	8	8	-5.6	-3	-0.3	6
CC(=O)Nc1ccc(Nc2nc(C(F)(F)F)nc3c2nnn3Cc2ccccc2Cl)cc1	17	13	-0.3	-6	-6	-6	-0.1	4	-0.3	3
